# Bioassay records: PubChem BioAssay, National Center for Advancing Translational Sciences (NCATS)
# Lipid storage S3 – qHTS Assay for Lipid Storage Modulators in Drosophila S3 Cells; lipid storage change, negative = inhibition, % at the top dose, mostly 46.1 µM; hits show Potency in µM; 320,000 compounds, 0.64% hits; Drosophila S3 cells, BODIPY lipid droplet fluorescence, 18-24 h; cells fed with added oleic acid; active = well fitted inhibition curve with a large enough effect in the signal ratio, with a control signal flat, not every such curve was filed as active; inconclusive = small, poorly fitted or top-dose-only effect, or effect the other way, or a change in a side signal; the % refers to the signal ratio
#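 Laser-scanning cytometry quantifies lipid droplet accumulation (500–530 nm total intensity; droplet/cell object ratio) in oleic acid-fed (400 uM added) Drosophila S3 cells treated with a concentration series. 20 uM Triacsin C defined 100% inhibition.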
# Lipid storage S3 cell count max – recorded beside Lipid storage S3, whose call it bears; cell number change, %; measured here: cell count max response;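 cells counted by Cell Tracker Red CMTPX staining in the red channel; peak over a dose series mostly up to 46.1 µM; percent activity relative to internal control wells on each plate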
# The depositor's hits bear a star; i = inactive; ? = inconclusive; / = no result given; [ ] = another dose, or the depositor's remark. % is set by controls: 0 for no effect and ±100 for the full control effect; potency is the fitted concentration of half-maximal effect. Not all compounds are listed; the hit share may differ from the screen's.
Lipid storage S3 cell count max	Lipid storage S3	mol
23	i	Cc1ccc(Cl)cc1N1CCN(S(=O)(=O)c2ccc(-c3ccc(=O)[nH]n3)o2)CC1
/	?	CCc1ccc(NC(=O)NC2CCCCCCC2)cc1
/	?	CCCn1c2ccccc2c2nnc(SC(CC)C(=O)Nc3sc4c(c3C#N)CCCC4)nc21 (stereo not given)
15	-13%	COC(=O)c1ccc(CN2CCC(CO)(Cc3ccccc3Cl)CC2)cc1
/	?	Cc1ccc(CCN2CC(C(=O)NCCN3CCCCCC3)CC2=O)cc1 (stereo not given)
6	0%	Cc1ccc(N2C(=O)c3cccc([N+](=O)[O-])c3C2=O)cc1C
4	-8%	CN1C(=O)c2ccccc2C(C(=O)O)C1c1cn(C)c2ccccc12 (stereo not given)
2	-13%	Cc1ccc(/C=N/NC(=O)CSc2nc3ccccc3n2C)s1
0	3%	O=C1c2ccccc2CN1CCNC(=S)NC1CCCCC1
/	?	CCN1C(=O)C(=O)N(CC(=O)NC(C)CCc2ccccc2)C1=O (stereo not given)
/	?	CCNc1nc(NC(C)C)nc(OCC)n1
3	5%	CCOC(=O)c1oc2nc3c(cc2c1N)CCCC3
/	?	Cc1cc(Nc2ccccc2)c2c([N+](=O)[O-])c(C)cc(C)c2n1
14	18%	COC(=O)C1C(c2ccc(Br)cc2)Nc2nnc(C(F)(F)F)n2C1(C)O (stereo not given)
17	i	Cc1csc2nc(CN3CCN(CC(=O)N(C)C)CC3)cc(=O)n12
/	?	CCOc1ccc(N=CC2=C(O)CC(c3ccco3)CC2=O)cc1 (stereo not given)
-1	2%	CCOC(=O)c1cnc2c(C(=O)OCC)cnn2c1N
/	?	Cc1ccc(NC2CCCN(C(=O)c3ccccn3)C2)cc1C (stereo not given)
-6	-1%	COc1ccc(CC(=O)OC(C)C(=O)Nc2ccc(Cl)cn2)cc1 (stereo not given)
-6	i	COC(=O)c1cc(OC)c(OC)cc1NC(=O)c1c(-c2ccccc2)noc1C
10	23%	COCCOC(=O)C1=C(C)N(Cc2ccccc2)C(=O)NC1c1cccc(OC)c1OC (stereo not given)
/	?	O=C(NNC(=O)C(c1ccccc1)c1ccccc1)c1cccs1
/	?	COc1ccccc1/C=C/C(=O)NNC(=O)c1cccs1
/	i	Cc1ccc(CNC(=O)C2CCC(CNS(=O)(=O)c3cccc4cccnc34)CC2)cc1 (stereo not given)
2	3%	Cc1onc(NC(=O)CSCC(=O)O)c1Br
21	3%	Cc1nc(NC(=O)COC(=O)C2=NNC(=O)CC2)c(Cl)cc1Cl
/	?	CCCCSc1nc(SCC(=O)NCc2ccco2)c2c3c(sc2n1)COC(C)(CC)C3 (stereo not given)
0	1%	COc1ccccc1C(=O)NC1CCCCCCC1
/	?	CCN(CC)S(=O)(=O)c1ccc(N2CCCC2)c(NC(=O)c2c(-c3ccccc3)noc2C)c1
-13	-17%	CCC(C)(C)NC(=O)C(c1ccc(O)cc1)N(CCOC)C(=O)CCC(=O)Nc1nccs1 (stereo not given)
/	?	Cc1c(C(=O)OCc2nc3ccsc3c(=O)[nH]2)oc2ccccc12
-6.1*	2.3µM*	COCCn1c(=S)[nH]c2cc(C(=O)NCCc3ccccc3)ccc2c1=O
/	?	O=C(COC(=O)CNC(=O)C1CCCCC1)Nc1ccc(Cl)cc1F
-19	20%	CC(C)(C)NC(=O)CSc1nnc(Cc2ccc3c(c2)OCO3)n1C1CCCCC1
-6	2%	Cn1c2ccccc2c2nnc(NN)nc21
/	?	O=C(CCNC(=O)C1CCN(S(=O)(=O)c2ccccc2)CC1)NCc1cccc(Cl)c1
-6	21%	Cc1noc(C(C)C)c1C(=O)Nc1ccc(-c2nnc3n2CCCCC3)cc1
/	?	CC1=C(C(=O)OC2CCCC2)C(c2ccc(C)o2)C2=C(CC(c3cccs3)CC2=O)N1 (stereo not given)
/	15%	O=[N+]([O-])c1cccc(S(=O)(=O)Nc2cccc(-c3ccc(N4CCCC4)nn3)c2)c1
/	?	Cn1nnnc1SCC(=O)Nc1ccccc1[N+](=O)[O-]

# Another view of part of the listing above:
Molecule	Lipid storage S3 cell count max	Lipid storage S3
COc1ccccc1C(=O)NC1CCCCCCC1	0	1%
COc1ccccc1/C=C/C(=O)NNC(=O)c1cccs1	/	?
O=C(NNC(=O)C(c1ccccc1)c1ccccc1)c1cccs1	/	?
COCCOC(=O)C1=C(C)N(Cc2ccccc2)C(=O)NC1c1cccc(OC)c1OC (stereo not given)	10	23%
CC1=C(C(=O)OC2CCCC2)C(c2ccc(C)o2)C2=C(CC(c3cccs3)CC2=O)N1 (stereo not given)	/	?
CC(C)(C)NC(=O)CSc1nnc(Cc2ccc3c(c2)OCO3)n1C1CCCCC1	-19	20%

# Next part.
Lipid storage S3 cell count max	Lipid storage S3	mol
/	?	OCCN1CCN(c2ncnc3sc4c(c23)CCCC4)CC1
/	?	CCCN1CCN(S(=O)(=O)c2cc3c(cc2C)NC(=O)CO3)CC1
/	?	Cc1cc(NC(=O)Nc2cccc(C(F)(F)F)c2)no1
/	?	C/C=C/c1ccc(OCCCn2cncn2)c(OC)c1
/	?	COC(=O)c1ccc(OC(=O)CN2C(=O)c3ccccc3C2=O)cc1
-1	13%	COC(=O)c1ccc(NC(=S)NC(=O)C2CCC2)cc1
/	?	Cn1c(=NC(=O)COc2ccccc2)sc2ccccc21
/	?	COc1ccc(C)cc1NC(=O)C(Sc1nnnn1C)c1ccccc1 (stereo not given)
/	3%	CS(=O)(=O)NN1C(=O)c2ccccc2NC1c1cccc2cccnc12 (stereo not given)
/	?	COc1ccc(C(=O)C[n+]2cccc3cc(C)ccc32)cc1
/	?	COCCN(C(=O)c1cc2c(s1)CCCCC2)c1c(N)n(Cc2ccccc2)c(=O)[nH]c1=O
/	?	CCOc1ccccc1O[C@H](c1ccccc1)[C@H]1CNCCO1
/	?	CCOC(=O)/C(=C\C=C1/Sc2ccccc2N1CC)C(C)=O
-13	14%	COc1cc(/C=C/C(=O)Nc2ccccc2C(F)(F)F)cc(OC)c1OC
/	?	Cc1ccc(S(=O)(=O)N(C)CC(=O)NCCCn2ccnc2)cc1
/	?	O=[N+]([O-])c1ccc(/C=C/c2nc3ccc([N+](=O)[O-])cc3[nH]2)cc1
-16	i	Cc1nn(CC(=O)N(C)Cc2ccccc2)c(=O)c2cccn12
/	?	CCC(C)(C)NC(=O)CN(Cc1ccc(F)cc1)C(=O)CCC(=O)Nc1ccccn1
-14	i	O=S(=O)(c1ccccc1)N1CCN(c2cccc(Cl)c2)CC1
-2	9%	COc1ccc(S(=O)(=O)N2CCCC(N(C)CCc3ccccc3)C2)cc1OC (stereo not given)
/	?	Cc1ccc(C(=O)O)c(C(=O)Nc2nc3ccccc3s2)c1
/	?	Cn1nnc(NC(=S)NC(=O)Cc2ccccc2)n1
-9	14%	CC(=O)Nc1ccc(C2Nc3cc(C)c(C)cc3NC3=C2C(=O)CC(C)(C)C3)cc1 (stereo not given)
-2	20%	C=CCCCCCCCCC(=O)NNC1=CC(=O)CC(C)(C)C1
/	?	CCn1c(SCC(=O)Nc2ccc(OC)cc2)nc2c1c(=O)n(C)c(=O)n2C
0	-21%	O=C(CCN1C(=O)C2CC=C(Cl)CC2C1=O)NCc1ccco1 (stereo not given)
-14	i	Clc1ccc(CSc2ncccn2)cc1
0	17%	S=C(Nc1ccc(Cl)c(Cl)c1)N1CCOCC1
/	?	Cc1nc(Sc2nnnn2-c2ccccc2)c(C#N)c(C)c1C
/	?	c1ccc(C(Cc2nc(-c3ccccn3)no2)c2ccccc2)cc1
/	?	COc1ccccc1-c1noc(-c2ccccc2C(=O)Nc2ccccc2)n1
10	5%	COc1ccccc1NC(=O)CS(=O)(=O)c1cn(CC(=O)N2CCOCC2)c2ccccc12
-27	-2%	CCC(C)Nc1nc2c(c(=O)[nH]c(=O)n2C)n1CCCc1ccccc1 (stereo not given)
/	?	Cn1c(SCc2cccc(F)c2)nnc1-c1cnccn1
0	16%	CS(=O)(=O)c1ccc2nnn(OCC(=O)Nc3cccc(C#N)c3)c2c1
10	16%	COc1cccc(OCc2nnc(SCC(=O)OC3CCCCC3)n2C)c1
/	?	COc1ccc(CNC(=O)CC23CC4CC(CC(C4)C2)C3)cc1
/	4%	CCCC(C)NC(=O)CN1C(=O)NC2(CCc3ccccc32)C1=O (stereo not given)
/	?	COc1ccc(Nc2nc3ccccc3s2)cc1
/	?	NC(=O)C1(NC(=O)[C@@H]2CC3(CC(c4cccc(NC(=O)[C@@H]5CCC(=O)N5)c4)=NO3)CN2C(=O)Cc2ccc(C(F)(F)F)cc2)CC1 (stereo not given in full)
-20	25%	Cc1ccc(OCc2cc(C(=O)NCC(C)(C)N3CCOCC3)no2)cc1C
0	i	COc1ccc(-c2cc(C(F)(F)F)c3c(=O)n(-c4ccccc4)[nH]c3n2)cc1
/	?	O=C(CN(C(=O)CNS(=O)(=O)c1ccccc1)C1CCCC1)NCc1ccco1
/	?	CC(=O)c1ccc(OCc2cc(C(=O)N3CCC(Oc4ccccc4C)CC3)no2)cc1
/	?	C=C(C)CN=c1scc(C)n1/N=C/c1ccco1
1.1*	4.1µM*	Cc1ccc2nc(SCC(=O)Nc3cccc(F)c3)nc(=O)n2c1
-12	13%	O=C(NCc1ccncc1)c1cccc(F)c1
/	25%	Cc1ccc(C2=NN(CC(=O)NCCN(C)C)C(=O)CC2)cc1
/	?	O=C(Nc1ccc(Br)cc1)c1ccco1
0	19%	Cc1cc(C)c2cc(C#N)c(SCC(=O)Nc3ccc4c(c3)OCO4)nc2c1
/	?	CC(OC(=O)c1cc(=O)[nH]c2ccccc12)C(=O)NC1CCCCC1C (stereo not given)
/	?	Cc1ccc(-c2nc(CSCC(=O)N3CCN(C(=O)c4ccco4)CC3)c(C)o2)cc1
-1	0%[9.22 µM]	O=C(NC1CCCCC1)C1CC(=O)N(c2ccc(Cl)cc2)C1 (stereo not given)
/	?	COCCCNC(=O)C1CC(=O)N(c2ccc(C)cc2)C1 (stereo not given)
-19	-9%	Cc1c(C(=O)N2CCCc3ccccc32)oc2ccc(S(=O)(=O)N3CCOCC3)cc12
/	?	Cc1ccc(-c2cc(C(=O)NCc3cccs3)no2)cc1
/	?	O=C(COC(=O)CCC(=O)c1ccc(Cl)cc1)NCC1CCCO1 (stereo not given)
1	-3%	CC(C)CCN1C(=O)c2ccc(C(=O)Nc3ccccc3C(=O)O)cc2C1=O
-8	5%	CC(C)(C)n1nc2c(c1NC(=O)COc1ccc(Cl)cc1)CS(=O)(=O)C2
-1	-3%	Cc1c(C)n(CCc2c[nH]c3ccccc23)ccc1=O

# A few values from the list.
# Under Lipid storage S3, Cc1cc(C)c2cc(C#N)c(SCC(=O)Nc3ccc4c(c3)OCO4)nc2c1 has 19%
# Under Lipid storage S3 cell count max, COc1ccc(-c2cc(C(F)(F)F)c3c(=O)n(-c4ccccc4)[nH]c3n2)cc1 has 0
# Under Lipid storage S3, Cc1ccc(C2=NN(CC(=O)NCCN(C)C)C(=O)CC2)cc1 has 25%
# Under Lipid storage S3, CC(C)CCN1C(=O)c2ccc(C(=O)Nc3ccccc3C(=O)O)cc2C1=O has -3%
# Under Lipid storage S3 cell count max, Cc1c(C)n(CCc2c[nH]c3ccccc23)ccc1=O has -1

# Ordered by value in Lipid storage S3 (largest number first): 3 of the compounds above
SMILES | Lipid storage S3
Cc1ccc(OCc2cc(C(=O)NCC(C)(C)N3CCOCC3)no2)cc1C | 25%
O=[N+]([O-])c1cccc(S(=O)(=O)Nc2cccc(-c3ccc(N4CCCC4)nn3)c2)c1 | 15%
Cc1c(C)n(CCc2c[nH]c3ccccc23)ccc1=O | -3%

# Other results
Lipid storage S3 cell count max	Lipid storage S3	mol
/	?	Cc1cc(NC(=O)COC(=O)c2cc(S(=O)(=O)N(C)C)ccc2Cl)no1
/	?	Cc1ccc(S(=O)(=O)Nc2cccc(Oc3cnccn3)c2)cc1
1	20%	Cc1ccc(C)c(S(=O)(=O)Nc2ccccc2C(=O)Nc2cc(C)on2)c1
/	?	O=C(/C=C/c1ccccc1)OCC(=O)N1CCCC1
/	?	O=C(Nc1ccc(OC(F)F)c(Cl)c1)C(c1ccccc1)c1ccccc1
20	-3%	COC(=O)CC1C(=O)NCCN1C(=O)CSc1nnnn1-c1ccc(OC)cc1 (stereo not given)
/	?	CCOc1cc(C(=O)Nc2ccc3c4c(cccc24)C(=O)N3CC)cc(OCC)c1OCC
/	i[0.0737 µM]	O=C(COC(=O)c1cncc(Br)c1)NCC12CC3CC(CC(C3)C1)C2
-18	-20%	CNc1nc2[nH]c(=O)c3c(c2s1)OC(N)=C(C#N)C3c1cccc(F)c1 (stereo not given)
-2	2%	NC(=O)Cc1ccc(C(=O)c2ccc(Cl)cc2)s1
/	i	CCOC(=O)C(NC(=O)CC)(Nc1ccc(S(=O)(=O)Nc2onc(C)c2C)cc1)C(F)(F)F (stereo not given)
/	?	O=C(NNS(=O)(=O)c1ccccc1)c1ccncc1
10	1%	COc1cccc(-c2c(NC(=O)c3ccco3)n(-c3ccc(C)cc3)nc(C)c2=O)c1
24	-15%	CCc1ccccc1OCCCN1CCCC1
-5	-26%	CCOC(=O)Cc1csc(/N=C/c2c(O)n(-c3ccc(C)cc3C)c(=O)c3ccccc23)n1
/	?	Cc1onc(-c2ccccc2)c1C(=O)NC(=S)NNC(=O)c1ccco1
/	?	COc1cccc(/C=N/NC(=O)c2cc(-c3cccn3C)n[nH]2)c1O
/	?	O=C(NC(=S)Nc1ccc(Cl)c(C(=O)O)c1)c1cncc(Br)c1
/	?	C/C=C/c1ccc(OCCCNC)c(OC)c1
2	i	CN(Cc1ccccc1)C(=O)COC(=O)c1ccc(-n2cnnn2)cc1
/	?	Cc1cc(C)n(CC(=O)N2N=C(C(F)F)CC2(O)C(F)F)n1 (stereo not given)
13	2%	CNC(=O)c1ncoc1-c1ccc(Cl)cc1
